Screens as filed in PubChem.
TrxR1 inh – inhibitors of rat thioredoxin reductase 1. recombinant rTrxR1, NADPH fluorescence consumption, selenite substrate. Potency, µM (highest dose often 114 µM), for the others: at the top dose activity change, negative = inhibition, hits mostly inhibitors. actives 1% (n = 390,000). AID 588453; further: on the % scale 0 is the no-effect control and ±100 the full control effect; nearly all actives have a fitted effect of over 65% in size
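Rat TrxR1 (90 nM in the dispensed reagent) was pre-reduced with 400 uM NADPH for 5 min at room temperature, then incubated with compound for 15 min. After 400 uM selenite was added, NADPH fluorescence (Ex 340/Em 450 nm) was followed for 8 min.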
ALOX12 inh – ALOX12 (human) lipoxygenase inhibition; P18054; purified 12hLO, xylenol orange hydroperoxide absorbance; Potency, µM (top dose mostly 108 µM), for inactives: at the top dose activity change, negative = inhibition, actives largely listed as inhibitors; actives 1.1% (n = 580,000); further: on the % scale 0 is the no-effect control and ±100 the full control effect
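Hydroperoxide product was detected by ferrous iron/xylenol orange as the 573 to 405 nm absorbance ratio. Arachidonic acid at 40 uM (final) was turned over for 30 min at room temperature by 150 nM human 12hLO, pH 7.0 Hepes buffer, after 15 min compound preincubation.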
HP1b binding inh – HP1-beta chromodomain-methylated histone interaction inhibition; actives 0.56% (n = 390,000); Potency, µM (highest dose often 114 µM), inactives show at the top dose activity change, negative = inhibition, hits mostly inhibitors; AID 540317; P83916; AlphaScreen HP1-beta / biotin-H3K9me3 peptide binding; further: nearly all actives have a fitted effect of over 70% in size; inactives centre near 23
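AlphaScreen: HP1-beta (50 nM) preformed 30 min with biotin-H3(1-18)K9me3 peptide (50 nM) in PBS pH 7.4, 0.01% Tween-20. Compound added for 30 min at RT, then streptavidin donor/nickel chelate acceptor beads (10 ug/mL) for 30 min.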
JMJD2A Tudor – blocks the human JMJD2A Tudor domain. Potency, µM (series often up to 114 µM), inactives show top-dose activity change, negative = inhibition, most hits filed as inhibitors. AlphaScreen JMJD2A-Tudor / H3K4me3 peptide binding. O75164. actives 4.4% (n = 390,000); further: on the % scale 0 is the no-effect control and ±100 the full control effect; nearly all actives have a fitted effect of over 50% in size
ERG-DNA inh – inhibitors of human ERG Ets domain-DNA interaction; P11308; fluorescence polarization, His-ERG Ets domain / labelled DNA; Potency, µM (top dose mostly 76.9 µM), for the others: at the top dose FP activity, negative = inhibition, most hits filed as inhibitors; actives 0.028% (n = 370,000); AID 624246; active means well fitted inhibition curve with a large enough effect in the polarisation, with a control signal flat; inconclusive means small, poorly fitted or top-dose-only effect, or effect the other way, or a change in a side signal; inactive means no such curve, though single readings can be large or run the other way; the % refers to the polarisation;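 further: polarization taken with two DNA probes labelled with fluorescein and Texas red; % of control where 0% means no effect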
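His-tagged ERG Ets domain (1 uM in the protein solution; 300mM KCl, 50mM Tris-HCl, 1mM EDTA, 1mM DTT, pH 7.5) received compound, then a probe mix of 5 nM fluorescein-DNA and 100nM Texas-615-DNA. Fluorescence polarization was read for both dyes.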
GLS inh – inhibitors of human glutaminase (GLS); O94925; GLS enzymatic activity, qHTS titration; Potency, µM (doses to about 45.5 µM), without a hit: top-dose activity change, negative = inhibition, usual class: inhibitors; actives 0.21% (n = 410,000); AID 624170; further: on the % scale 0 is the no-effect control and ±100 the full control effect
Target sequence (O94925 whole entry, looked up): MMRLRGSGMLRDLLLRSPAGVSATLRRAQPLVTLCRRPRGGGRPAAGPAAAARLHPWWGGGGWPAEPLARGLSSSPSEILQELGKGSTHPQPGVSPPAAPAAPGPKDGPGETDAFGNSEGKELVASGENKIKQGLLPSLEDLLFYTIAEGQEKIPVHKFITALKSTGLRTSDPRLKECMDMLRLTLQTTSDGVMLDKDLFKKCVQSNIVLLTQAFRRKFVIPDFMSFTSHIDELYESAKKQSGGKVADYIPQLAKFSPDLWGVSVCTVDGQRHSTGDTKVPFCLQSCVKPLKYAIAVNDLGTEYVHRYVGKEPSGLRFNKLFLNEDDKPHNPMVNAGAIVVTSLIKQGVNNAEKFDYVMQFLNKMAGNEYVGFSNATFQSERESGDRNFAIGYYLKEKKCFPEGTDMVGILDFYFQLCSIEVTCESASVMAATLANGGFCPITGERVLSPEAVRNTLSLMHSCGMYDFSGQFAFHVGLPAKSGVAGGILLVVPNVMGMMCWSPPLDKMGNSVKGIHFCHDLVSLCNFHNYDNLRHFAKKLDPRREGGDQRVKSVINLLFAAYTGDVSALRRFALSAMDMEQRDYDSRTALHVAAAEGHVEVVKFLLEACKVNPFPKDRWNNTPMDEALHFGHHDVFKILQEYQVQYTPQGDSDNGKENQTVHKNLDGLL
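Human kidney-isoform GLS in 45 mM KH2PO4 pH 8.2, 0.02% Tween-20, with compound, started with 1mM L-Glutamine (added stock). Glutamate oxidase/HRP/Amplex red coupled fluorescence read at start and after 30 min at RT.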
RGS4 inhibitor – blocks human RGS4-accelerated GTP hydrolysis; P49798; Transcreener GDP fluorescence polarization, RGS4-accelerated GTP hydrolysis; Potency, µM (series often up to 114 µM), for the others: at the top dose activity change, negative = inhibition, most hits filed as inhibitors; actives 0.039% (n = 390,000); further: on the % scale 0 is the no-effect control and ±100 the full control effect; nearly all actives have a fitted effect of over 75% in size; some results filed as inactive show a strong effect at the top dose
Target sequence (P49798 whole entry, looked up): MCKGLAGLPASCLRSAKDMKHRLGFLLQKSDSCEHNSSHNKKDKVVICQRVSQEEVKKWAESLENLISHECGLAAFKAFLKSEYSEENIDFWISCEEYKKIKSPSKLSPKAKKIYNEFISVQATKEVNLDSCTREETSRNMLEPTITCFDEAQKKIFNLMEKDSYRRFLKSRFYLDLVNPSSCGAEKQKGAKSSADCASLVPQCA
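MLSMR compounds (23 nl, pin-transferred) preincubated 10 min at room temperature with a 500nM (2x) first reagent, then RGS4 at 900nM (2x) plus Transcreener GDP mix added; fluorescence polarization (620/688 nm) read before and after 90 min at 30 °C.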
Pin1 inh – human Pin1 inhibition; Pin1 FP peptide displacement, HiFluor488, 10 min; Potency, µM (doses to about 115 µM), for inactives: at the highest dose activity, negative = inhibition, hits mostly inhibitors; actives 0.009% (n = 390,000); AID 504891; active means well fitted inhibition curve with a large enough effect in the polarisation, with a control signal flat, not every such curve was filed as active; inconclusive means small, poorly fitted or top-dose-only effect, or effect the other way, or a change in a side signal; inactive means no such curve, though single readings can be large or run the other way; the % refers to the polarisation; further: on the % scale 0 is the no-effect control and ±100 the full control effect
Target sequence (Q13526 whole entry, looked up): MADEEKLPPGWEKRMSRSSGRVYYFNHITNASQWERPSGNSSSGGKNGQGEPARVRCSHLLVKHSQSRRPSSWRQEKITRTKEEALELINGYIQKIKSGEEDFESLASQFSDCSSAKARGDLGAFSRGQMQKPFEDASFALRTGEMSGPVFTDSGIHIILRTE
PGK inhibitor – inhibitors of T. brucei phosphoglycerate kinase; P07378; PGK/GAPDH coupled, Kinase-Glo luminescence, 60 min; Potency, µM (titrated, usually from 57.5 µM), for inactives: top-dose activity change, negative = inhibition, hits mostly inhibitors; actives 0.043% (n = 380,000); AID 602233; further: on the % scale 0 is the no-effect control and ±100 the full control effect; nearly all actives have a fitted effect of over 60% in size
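Luminescent ATP detection (Kinase-Glo Plus) follows a 60-minute room-temperature incubation, with wells lacking PGK as controls. Buffer: 100 mM TEA (pH 7.6), 5 mM MgCl2, 0.01% Tween-20. Coupling enzyme GAPDH (100 nM final) supplies unstable 1,3-BPG in-well.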
Active calls of the source: *; i = inactive; ? = inconclusive; / = no result given; [ ] = another dose, or the depositor's remark. Unless noted, the call rests on the fitted dose curve; in most records, active means well fitted curve in the direction sought with a large enough effect; inconclusive means small, poorly fitted or top-dose-only effect, or another doubt; inactive means no such curve, though single readings can be large; an effect the other way counts as inactive or inconclusive. Potency means the concentration at half of the fitted maximal effect. Not all compounds are listed; rates above refer to the full screens.

Each structure is followed by: HP1b binding inh, RGS4 inhibitor, GLS inh, JMJD2A Tudor, ALOX12 inh, PGK inhibitor, ERG-DNA inh, TrxR1 inh, Pin1 inh
CSc1ccc(S(=O)(=O)NCC(=O)OCC(=O)N2CCC(C)CC2)cc1[N+](=O)[O-]
  22.8%, 2.7%, -11.3%, -18.5%, -8.7%, i, -11.2%, 5.2%, 1.0%
CCOC(=O)CC(=O)CSc1ncnc2c1cnn2-c1ccccc1
  26.1%, -19.6%, 20.5%, 9.1%, 95.8%, -3.0%, -8.0%, -6.7%, ?
O=C(COC(=O)c1cnc(Cl)c(Cl)c1)Nc1ccc(S(=O)(=O)N2CCCC2)cc1
  3.8%, 0.9%, 0.0%, -14.9%, -5.9%, 3.6%, -1.4%, 14.4%[57.1 µM], 19.5%
CC1(C(=O)Nc2ccc3c(c2)OCO3)CC1(Cl)Cl (stereo unspecified)
  27.8%, 4.7%, 6.9%, -9.1%, /, 3.8%, -18.1%, 25.0%, -0.3%
C=CCOCC(O)Cn1c(N2CCCC2)nc2c1c(=O)[nH]c(=O)n2C (stereo unspecified)
  31.1%, -4.3%, 3.1%, -19.3%, ?, 5.7%, -0.9%, -15.1%, -2.3%
O=C(NCc1ccc(Cl)cc1)C1CC(O)CN1S(=O)(=O)c1ccc(Cl)cc1 (stereo unspecified)
  14.6%, 6.1%, -3.3%, -5.0%, -14.0%, i, -8.9%, 19.4%, 0.3%
O=C1NC2(CCCCCC2)C(=O)N1Cc1ccccc1Cl
  62.5%[activator], -11.3%, -9.0%, -3.5%, 0.0%, -12.7%, 11.6%, 23.4%, 5.0%
COc1ccc(Br)cc1/C=C/C(=O)c1ccc(NC(C)=O)cc1
  -14.4%, -31.9%, 9.5%, ?, 3.1%, 0.5%, 13.5%, -14.0%, 3.1%
Cc1cc(=O)n(C)c2ccc(S(=O)(=O)N3CCOCC3)cc12
  24.4%, -18.9%, -3.7%, -12.2%, 0.0%, -4.5%, 0.3%, 16.8%, 1.1%
CSC(=NCc1ccco1)NC#N
  62.4%[activator], -16.1%, -4.2%, -11.3%, 46.8%[activator], i, 0.9%, 17.0%, -0.5%
CC(=O)Nc1ccc(S(=O)(=O)N2CCn3cccc3C2C)cc1 (stereo unspecified)
  16.0%, -7.9%, 1.3%, -27.2%, -5.9%, -8.3%, -5.1%, ?, 2.3%
O=c1[nH]c(C2C3CC4CC(C3)CC2C4)nc2ccccc12 (stereo unspecified)
  24.2%, 2.4%, -12.6%, -4.8%, 0.0%, i, /, 3.9%, 20.8%
CC(C)c1ccc(NC(=S)NC2CCCCCC2)cc1
  32.7%, -0.5%, -0.2%, -30.1%, -21.4%, -7.2%, 6.9%, 8.8%, 0.1%
c1ccc(CNc2ncnc3c2oc2ccccc23)nc1
  5.5%, 7.7%, 7.5%, -20.8%, -8.4%, -2.6%, -8.9%, 18.5%, -1.5%
CCc1cc(S(=O)(=O)N2CCN(C(=O)c3ccco3)CC2)ccc1OC
  20.8%, 2.7%, 0.1%, -8.3%, 0.0%, -8.0%, 1.7%, 11.9%, 4.1%
O=C(CN1C(=O)NC(c2ccccc2)(c2ccccc2)C1=O)NC1CCCC1
  37.2%, 10.3%, -1.1%, -16.3%, -17.2%, i, 7.5%, 18.1%, 1.5%
COC(=O)CC(NC(=O)CN1CCN(c2ccc(F)cc2)CC1)c1cccc(F)c1 (stereo unspecified)
  12.1%, -7.6%, 2.9%, -10.5%, -18.9%, 6.3%, 1.9%, -6.6%, -7.8%
COc1ccccc1N1CCN(C(=O)c2cc(=O)c3ccc(C)cc3o2)CC1
  42.3%[activator], -37.7%, 1.4%, -9.1%, 73.4%[activator], /, -4.3%, -0.3%, -0.6%
COC(=O)c1c(NC(=O)CN2CCN(c3ncccn3)CC2)sc(C(N)=O)c1C
  22.0%, -7.3%, 8.4%, -14.4%, 13.5%, -17.0%, 27.7%, 15.7%, 71.2%[activator]
CCOc1ccc2c(c1)c1nc3ccccc3nc1n2C
  82.0%[activator], 25.5%, 6.9%, 21.9%, -5.4%, 3.5%, 6.8%, 15.4%, 4.0%

Single entries from the entries so far:
Pin1 inh with `O=C(CN1C(=O)NC(c2ccccc2)(c2ccccc2)C1=O)NC1CCCC1` = 1.5%
ALOX12 inh with `CC(C)c1ccc(NC(=S)NC2CCCCCC2)cc1` = -21.4%
ERG-DNA inh with `CCOc1ccc2c(c1)c1nc3ccccc3nc1n2C` = 6.8%

The results go on.
Each structure is followed by: HP1b binding inh, RGS4 inhibitor, GLS inh, JMJD2A Tudor, ALOX12 inh, PGK inhibitor, ERG-DNA inh, TrxR1 inh, Pin1 inh
COc1ccc(C(CNC(=O)c2ccc(N3CCCC3=O)cc2)N2CCCC2)cc1 (stereo unspecified)
  10.8%, -8.7%, 0.7%, -12.8%, -18.3%, 5.8%, -17.3%[15.4 µM], -6.0%, 2.0%
CC(=O)N[C@@H](Cc1c[nH]c2ccccc12)C(=O)NCCc1ccc(S(N)(=O)=O)cc1
  2.7%, 13.7%, -2.7%, -9.4%, 0.0%, -8.1%, 3.0%, 12.6%[57.1 µM], -7.7%
COc1cccc2cc(C(=O)n3ccc(C)n3)c(=O)oc12
  26.8%, 5.0%, 7.9%, -2.5%, -6.7%, 0.6%, -9.9%, -6.9%, -4.7%
CCOc1ccc(NC(=O)CSc2ncc3c(n2)-c2cc(Cl)ccc2N(C)S3(=O)=O)cc1
  10.1%, -0.4%, -9.9%, -4.2%, -16.7%, 10.4%, -3.5%, 8.0%[57.1 µM], 4.2%
CCCCN(C(=O)c1ccc(S(=O)(=O)N(C)c2ccccc2)cc1)c1c(N)n(CCC)c(=O)[nH]c1=O
  18.8%, -18.4%, 0.1%, -15.9%, ?, -2.2%, 12.9%, 20.1%, -0.5%
O=C(Nc1ccc(-c2nnc(-c3ccccc3)o2)cc1)C(F)(F)F
  -6.7%, 15.9%, 5.1%, ?, 253.0%[activator], -4.6%, -6.6%, -10.9%, -0.9%
C=C(C)COc1ccc(-c2nc(N)nc(C)c2-c2ccc(OC)cc2)c(O)c1
  14.6%, -7.4%, 13.7%, -25.0%, -27.2%, 11.6%, /, -20.1%, ?
CCN1CCCC1CNC(=O)c1cc2c(OC)c(OC)c(OC)cc2[nH]1 (stereo unspecified)
  14.9%, 13.1%, -4.9%, -14.6%, 10.0%, -5.9%, -6.6%, -7.3%[57.1 µM], -2.8%
Cc1[nH]n(-c2cccc3ccccc23)c(=O)c1/C=N/NC(=O)c1cccc([N+](=O)[O-])c1
  -10.5%, 4.4%, ?, ?, 44.7µM*, -9.9%, 7.6%, -11.8%, 2.7%
CC(C)CN1CCN(Cc2cnc(N3CCOCC3)s2)CC1CCO (stereo unspecified)
  16.4%, -8.8%, 1.3%, 6.5%, -7.9%, 6.4%, 2.1%, 18.2%[57.1 µM], -4.2%
COc1ccc(CCN(Cc2ccccn2)C(=S)Nc2ccccc2C)cc1OC
  17.9%, -29.7%, -0.5%, -19.2%, -5.7%, -15.0%, -1.0%, 14.7%, 2.6%
CS(=O)(=O)c1ccc(NCC2CCCO2)c([N+](=O)[O-])c1 (stereo unspecified)
  -14.9%, -0.2%, 7.2%, -21.7%, -13.6%, -5.3%, 2.5%, 12.0%, -11.3%
Nc1ccc(-c2nc3ccc(N)cc3o2)cc1
  46.7%[activator], -25.7%, -13.3%, -28.3%, -8.5%, -13.7%, 16.9%, 79.4µM*, -2.4%
Cc1cccc(C)c1OCC(=O)N(Cc1ccccc1F)C1CCS(=O)(=O)C1 (stereo unspecified)
  16.0%, 3.4%, 3.1%, -9.0%, -10.9%, 6.9%, -1.1%, 11.1%, 1.6%
CC(C)COC(=O)C1C2C=CC3(CN(C4CCCC4)C(=O)C13)O2 (stereo unspecified)
  51.0%[activator], -11.7%, -9.9%, 0.0%, 312.8%[activator], -3.4%, 4.5%, 5.7%[57.1 µM], -0.8%
S=c1[nH]c(-c2ccc(Cl)cc2)cs1
  -23.2%, ?, -5.6%, ?, ?, -3.3%, 0.2%, -20.7%[57.1 µM], -14.0%
CCc1ccccc1NC(=O)CN(C)C(=O)CSc1nc2cc(Cl)ccc2s1
  36.1%, -33.9%, -4.4%, -6.2%, -13.9%, -6.3%, /, -6.7%, 6.8%
COc1ccc(OC)c(NC(=O)CSc2nnc(N)s2)c1
  40.1%[activator], -5.4%, -1.8%, 0.0%, -2.4%, -5.6%, -2.9%, 7.7%, ?
O=C(NCCCN1CCOCC1)c1c(F)cccc1F
  21.4%, -8.1%, -2.1%, 17.3%, 4.3%, -6.9%, -12.9%, 12.0%, 4.3%
COc1ccc(-c2noc(C(C)NC(=O)c3ccco3)n2)cc1 (stereo unspecified)
  11.1%, 16.8%, -14.2%, -9.4%, -18.1%, 0.1%, -1.0%, -1.1%, -7.1%
